TCR CD3 inh = inhibitors of human TCR-CD3 interaction, primary screen, biochemical, fluorescence, TAMRA-labeled TCR probe; T-cell receptor (TCR); inhibition, % at 9.4 µM; actives 0.37% (n = 360,000); AID 651800, 2012; in the data active = inhibition above about 19%;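 note: recombinant mutant TCR 2C K166C tagged with TAMRA read by polarization; 0% = receptor in buffer alone and 100% = receptor with positive control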
UHRF1 binding = UHRF1 methylated DNA binding inhibitors, primary screen, counter-screen for MBD2 inhibitor project, biochemical, TR-FRET, human UHRF1, single concentration; E3 ubiquitin-protein ligase UHRF1 (Homo sapiens), Q96T88; UHRF1 binding to methylated oligo; inhibition, % at 4.4 µM; actives 0.75% (n = 370,000); AID 687016, 2013; in the data active = inhibition above about 21%;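 note: UHRF1 SRA domain binding a hemimethylated CpG hairpin DNA probe; 0% = median of test compound wells and 100% = reference inhibitor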
Target sequence (Q96T88 whole entry, looked up, the tested form may be a part): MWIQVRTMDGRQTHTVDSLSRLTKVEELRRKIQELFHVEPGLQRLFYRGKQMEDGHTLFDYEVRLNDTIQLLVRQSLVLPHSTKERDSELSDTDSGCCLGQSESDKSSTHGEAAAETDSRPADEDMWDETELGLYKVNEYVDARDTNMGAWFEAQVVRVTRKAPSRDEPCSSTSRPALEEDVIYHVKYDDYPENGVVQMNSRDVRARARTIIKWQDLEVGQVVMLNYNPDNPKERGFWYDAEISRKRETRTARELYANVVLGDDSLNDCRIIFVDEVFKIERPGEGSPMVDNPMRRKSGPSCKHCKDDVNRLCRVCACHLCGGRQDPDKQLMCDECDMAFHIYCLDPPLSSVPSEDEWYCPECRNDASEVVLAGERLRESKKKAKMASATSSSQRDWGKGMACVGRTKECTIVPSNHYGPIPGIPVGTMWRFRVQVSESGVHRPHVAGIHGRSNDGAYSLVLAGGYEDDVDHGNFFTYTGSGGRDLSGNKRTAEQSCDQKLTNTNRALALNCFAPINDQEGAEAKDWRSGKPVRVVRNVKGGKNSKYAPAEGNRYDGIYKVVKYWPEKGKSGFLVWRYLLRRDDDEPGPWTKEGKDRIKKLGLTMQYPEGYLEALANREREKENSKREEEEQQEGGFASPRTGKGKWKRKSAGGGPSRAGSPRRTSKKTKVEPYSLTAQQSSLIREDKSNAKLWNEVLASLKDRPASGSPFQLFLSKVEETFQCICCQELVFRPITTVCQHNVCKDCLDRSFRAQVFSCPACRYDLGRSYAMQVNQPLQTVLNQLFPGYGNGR
MBD2 DNA inh = inhibitors of MBD2 binding to methylated DNA, primary screen, biochemical, TR-FRET, DNA-binding domain, human; Methyl-CpG-binding domain protein 2 (Homo sapiens), Q9UBB5; MBD2 binding to methylated oligonucleotide; inhibition, % at 4.4 µM; actives 0.31% (n = 370,000); in the data active = inhibition above about 13%
TDP2 absorb = human TDP2 enzyme inhibitors, primary screen, biochemical, epi absorbance, recombinant enzyme; Tyrosyl-DNA phosphodiesterase 2 (Homo sapiens), O95551; T5PNP hydrolysis, p-nitrophenol absorbance 415 nm; inhibition, % at 12.8 µM; actives 0.34% (n = 370,000); AID 720702, 2013;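 active = inhibition above the mean of all tested compounds plus 3 SD, set per campaign, cut at about 25% in these data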;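 note: 0% = DMSO with enzyme and 100% = buffer with substrate but no TDP2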
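Material: recombinant human TDP2; quantity: TDP2 enzyme at 120 nM final; medium: Tris-HCl pH 7.5 with MgCl2; compound: single concentration, 12.8 µM nominal, with 1% DMSO; incubation: 2 h enzyme incubation at 37 °C; signal: epi absorbance; measure: percent inhibition; benchmarks: high control without enzyme, low control DMSO plus TDP2; repeats: singlicate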
Tn6 DDE FP = inhibitors of Tn6 peptide binding to fibrin DD(E), primary screen, biochemical, fluorescence polarization, human fibrin, Tn6 probe. Fibrinogen beta chain (Homo sapiens), P02675. Fibrin DD(E) TRITC-Tn6 fluorescence polarization displacement. inhibition, % at 8.3 µM. actives 0.21% (n = 370,000). AID 720509, 2013;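 active = inhibition above a per-campaign cutoff: mean of compounds within control limits plus 3 SD, cut at about 15% in these data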;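 note: 0% = median of all compound wells on the plate and 100% = blocking peptide control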
Tn7 DDE FP = inhibitors of Tn7 peptide binding to fibrin DD(E), primary screen, biochemical, fluorescence polarization, human fibrin, Tn7 probe. FP displacement of FITC-Tn7 peptide from fibrin DD(E); 0% = median of compound wells per plate. inhibition, % at 8.3 µM. actives 0.13% (n = 370,000);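 active = inhibition above the mean of compounds falling within the control limits plus 3 SD of them, cut at about 14% in these data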;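 note: 0% = plate median of compound wells and 100% = 10 µM Aha-Tn7 peptide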
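Assay system: Fibrin-DD(E) protein isolated from polymerized human fibrin clots; read-out basis: percent inhibition; medium: Tris/NaCl/CaCl2 buffer, pH 7.8; signal: FP measurement; incubation: 10 min plus 3 h, room temperature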
LEDGF integ inh = blockers of LEDGF/p75-dependent integrase strand transfer – biochemical, TR-FRET, high throughput, primary screen; HIV-1 integrase (with human LEDGF/p75); TR-FRET IN-LEDGF/p75 DNA integration, Eu/Cy5; inhibition, % at 3.7 µM; actives 0.64% (n = 370,000); AID 743269, 2014;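 active = inhibition above the screen-wide mean plus 3 SD, cut at about 13% in these data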;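 note: signal is the Cy5 over europium emission ratio at 671 and 618 nm; 0% = plate median of compound wells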
PRMT1 inh = PRMT1 methyltransferase inhibitors, primary screen, biochemical, fluorescence polarization; Protein arginine N-methyltransferase 1 (Homo sapiens), Q99873; recombinant PRMT1, activity-based probe fluorescence polarization; inhibition, % at 2.79 µM; actives 1.3% (n = 370,000);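 active = inhibition above about 21% made by adding two undisclosed values, limit read from the data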
SIAE inh = human SIAE inhibitors, primary screen, biochemical, fluorescence polarization, FP-Rh probe, 1536-well HTS; Sialate O-acetylesterase (Homo sapiens), Q9HAT2; SIAE FP-Rh probe binding; inhibition, % at 9.66 µM; actives 0.69% (n = 370,000); AID 1053197, 2014;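 active = inhibition above a cutoff: mean of compounds within the control limits plus 3 SD of those, cut at about 17% in these data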;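 note: 0% = plate median of compound wells and 100% = probe without SIAE protein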
KLK7 zymogen act = proKLK7 zymogen activators, primary screen, biochemical, fluorescence intensity | Kallikrein-7 (Homo sapiens), P49862 | purified proKLK7, EDANS-DABCYL substrate fluorescence; 100% is mature enzyme control, 0% vehicle | activation, % at 7 µM | actives 0.9% (n = 370,000) | AID 652039, 2013;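 active = activation above the mean of all tested compounds plus 3 SD, computed per campaign excluding outliers beyond control limits, cut at about 13% in these data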
Target sequence (P49862 whole entry, looked up): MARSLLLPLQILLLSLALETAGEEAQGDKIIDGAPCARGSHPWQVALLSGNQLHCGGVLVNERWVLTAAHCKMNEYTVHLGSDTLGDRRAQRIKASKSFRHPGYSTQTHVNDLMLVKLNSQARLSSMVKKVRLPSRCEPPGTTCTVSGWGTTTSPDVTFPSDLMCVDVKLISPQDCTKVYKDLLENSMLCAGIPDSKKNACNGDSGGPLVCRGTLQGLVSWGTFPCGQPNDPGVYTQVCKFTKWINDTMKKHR
* = called active by the depositor; . = not tested or not shown. This is a random part of the collection (roughly 4.6% active in at least one column).

SMILES | TCR CD3 inh | UHRF1 binding | MBD2 DNA inh | TDP2 absorb | Tn6 DDE FP | Tn7 DDE FP | LEDGF integ inh | PRMT1 inh | SIAE inh | KLK7 zymogen act
O=C(CN1C(=O)NC2NC(=O)NC21)NN=C1CCCC1 (stereo unspecified) | 2 | -1 | 3 | -16 | 0 | -8 | -1 | 0 | -1 | -0.3
CC(C)(C)NC(=O)COc1ccc(CNCCc2ccccc2)cc1 | 5 | 1 | 3 | -3 | 1 | 6 | -2 | 0 | -4 | -0.1
CC1(C)OC(=O)C2=C(C[C@@H](C3CCCC3)O[C@@H]2c2ccc(Cl)cc2)O1 | 4 | 1 | -1 | -4 | -3 | 7 | 4 | 2 | -2 | 0.8
CN(c1ccc(C(=O)NCCc2ccccc2)cc1)S(C)(=O)=O | -1 | 4 | 5 | -12 | -2 | 3 | -5 | 1 | -4 | 0.0
O=C(CCc1ccccc1)N[C@H]1[C@@H](OC(=O)c2ccco2)CCC[C@]12C(=O)N(Cc1ccccc1)c1ccccc12 | . | -1 | 0 | -4 | 0 | -3 | -4 | -1 | 3 | -0.5
CS(=O)(=O)c1ccc(NC(=O)CCN2C(=O)C3CCCCC3C2=O)cc1 (stereo unspecified) | 9 | -1 | -3 | 10 | -5 | 0 | 0 | -3 | 0 | 0.0
COc1cccc(-c2csc(N3CCN(C(=S)Nc4ccccc4Cl)CC3)n2)c1 | -3 | 2 | 8 | -8 | 0 | -2 | 1 | 0 | 4 | -0.5
O=C(CSc1ncnc2c1cnn2-c1ccc(F)cc1)NC1CCCC1 | 2 | 4 | -1 | 3 | 3 | 2 | 4 | 0 | 5 | 0.0
Cn1c(Nc2ccccc2)nc2ccccc21 | -2 | 0 | -3 | 1 | -1 | 5 | -2 | 3 | 4 | -0.4
COc1ccc(NC(=O)C(=O)NCC2CCCN2S(=O)(=O)c2ccc(C)cc2)cc1 (stereo unspecified) | 7 | 0 | -1 | 10 | -4 | -3 | 2 | 2 | 3 | 0.0
COc1ccc(Nc2ccc(C(=O)O)cc2[N+](=O)[O-])cc1 | -8 | -2 | -11 | 3 | -1 | -1 | -1 | 4 | -2 | 0.3
O=C(c1cc2ncc(CCCl)cn2n1)N1CCCCCC1 | 0 | 2 | 2 | 0 | 0 | 0 | -5 | 3 | -4 | -0.1
O=C(NCCCn1ccnc1)C(=O)NCC(c1cccnc1)N1CCN(c2ccccc2)CC1 (stereo unspecified) | -7 | -3 | 2 | -3 | 8 | -9 | -2 | -3 | -6 | 0.2
COc1cccc(CN2CCC(N(CCc3ccccc3)Cc3ccccc3)CC2)c1OC | -3 | 0 | 2 | 9 | 6 | 8 | 2 | 0 | 0 | 0.2
CCOC(=O)c1ccc(NC(=O)CC2C(=O)N(c3ccc(F)cc3)C(=O)N2CCCOC)cc1 (stereo unspecified) | 3 | 0 | -5 | -4 | 6 | -3 | 3 | -3 | 2 | 0.2
COc1ccc(NC(=S)NC(=O)c2ccc3c(c2)OCCO3)cc1 | 4 | 1 | 2 | -19 | 2 | -7 | 6 | -2 | -10 | -0.6
CSc1ncccc1C(=O)OCC(=O)N1CCN(S(=O)(=O)c2ccc(C)cc2C)CC1 | -5 | 0 | -2 | 1 | 3 | -5 | -2 | -2 | -1 | 0.1
CC(C)c1ccc(C2=NN(c3ccccc3)C(=O)CC2)cc1 | 2 | 3 | -2 | -3 | -3 | 5 | 1 | -1 | -3 | 0.2
CCOC(=O)CSc1nnc(CNC(=O)c2cccc(C)c2)n1C | 6 | 1 | -3 | 9 | -2 | -1 | 2 | -3 | -5 | 0.3
COc1cccc(CN2CCN(S(=O)(=O)c3ccccc3)CC2)c1OC | 3 | -1 | -5 | 4 | 4 | 1 | 4 | -2 | 3 | -0.1

A different layout for part of the listing above:
molecule,TCR CD3 inh,UHRF1 binding,MBD2 DNA inh,TDP2 absorb,Tn6 DDE FP,Tn7 DDE FP,LEDGF integ inh,PRMT1 inh,SIAE inh,KLK7 zymogen act
COc1ccc(NC(=S)NC(=O)c2ccc3c(c2)OCCO3)cc1,4,1,2,-19,2,-7,6,-2,-10,-0.6
CSc1ncccc1C(=O)OCC(=O)N1CCN(S(=O)(=O)c2ccc(C)cc2C)CC1,-5,0,-2,1,3,-5,-2,-2,-1,0.1
CC(C)c1ccc(C2=NN(c3ccccc3)C(=O)CC2)cc1,2,3,-2,-3,-3,5,1,-1,-3,0.2

More compounds follow:
SMILES | TCR CD3 inh | UHRF1 binding | MBD2 DNA inh | TDP2 absorb | Tn6 DDE FP | Tn7 DDE FP | LEDGF integ inh | PRMT1 inh | SIAE inh | KLK7 zymogen act
CN(C)S(=O)(=O)Oc1ccsc1C(=O)Nc1ccc(Br)cc1 | 3 | -1 | 6 | 0 | -1 | 4 | 0 | -1 | -7 | 0.3
COC(=O)[C@@H](NCc1ccc(B(O)O)cc1)C(C)C | 4 | 0 | 1 | -1 | 2 | -1 | -1 | 1 | -6 | 0.4
Cc1cccc(NC(=O)NN(C(=O)c2ccccc2Cl)C(C)(C)C)c1 | . | -1 | -3 | 13 | 5 | 6 | -4 | -1 | 0 | 0.6
CC1=C(C(=O)OC2CCCCC2)C(c2ccccc2F)NC(=O)N1 (stereo unspecified) | -2 | -1 | 0 | 8 | 6 | -6 | 5 | -5 | -3 | 0.6
Cc1nc(SCC(=O)NC(=O)NC(C)C)nc(C)c1C | -5 | -1 | -4 | -2 | -2 | -2 | 5 | -2 | 0 | 0.0
CCN1CCCC1CNC(=O)c1ccc2c(c1)N(Cc1ccccc1F)C(=O)c1ccccc1S2(=O)=O (stereo unspecified) | -3 | -3 | -5 | -4 | 4 | -1 | -2 | 7 | -1 | -0.5
O=C1NC(=O)C2C1C(c1ccccc1)N1C3C(=O)NC(=O)C3C(c3ccccc3)N21 (stereo unspecified) | 1 | 2 | -3 | 7 | 10 | 3 | -2 | -3 | 0 | -0.2
O=C(NCc1ccccc1)C1Cc2c(-c3ccc(Cl)cc3)ccnc2O1 (stereo unspecified) | -10 | 2 | 3 | -4 | -2 | -2 | -1 | -1 | -5 | 1.0
COc1ccc(CN2C(=O)c3ccccc3C2=O)cc1C(=O)N(C)CC(=O)Nc1c(C)cccc1C | 7 | -1 | 0 | -6 | -3 | -2 | -1 | -7 | -4 | 0.5
CCCCOc1ccc(C(=O)N2CC(C)OC(C)C2)cc1 (stereo unspecified) | 7 | -1 | 3 | 3 | 2 | 0 | -4 | -4 | -3 | 0.1
CSc1cccc(NC(=S)N(Cc2ccc(C)cc2)Cc2ccccn2)c1 | -10 | 4 | 3 | -14 | 5 | 3 | -3 | 2 | -2 | -0.3
COc1ccc(CNC(=O)C(C)n2nc(C)c3c(C)n(-c4ccccc4)nc3c2=O)c(OC)c1 (stereo unspecified) | 12 | 0 | 2 | -2 | -1 | -7 | 3 | -2 | 2 | 0.0
Cc1ccc(NC(=O)C(c2ccccc2)N2CCN(CC(=O)NC3CC3)CC2)cc1Cl (stereo unspecified) | 5 | 14 | 2 | 0 | -6 | -11 | -4 | -3 | -3 | 0.6
CCOC(=O)/C(N=Nc1ccc(C(=O)O)cc1[N+](=O)[O-])=C(\C)O | 5 | -2 | -3 | -1 | 4 | 4 | 3 | -4 | 2 | 0.2
COc1cc(C(=O)Nc2ccc(S(=O)(=O)N3CCOCC3)cc2)c([N+](=O)[O-])cc1OC | 0 | 2 | -2 | -3 | 3 | 2 | -5 | 1 | 0 | -0.4
O=C(CCOc1ccccc1)Nc1ccccc1 | -2 | 0 | 4 | 11 | 2 | 5 | 0 | 4 | -4 | 0.5
Cc1ccc(-c2nc3ncccn3c2Nc2ccccc2C)o1 | 3 | -3 | -5 | 1 | -2 | 6 | 6 | 42* | 16 | 4.4
Cc1ccc2c(c1)[C@H]1[C@H](CO2)[C@H](c2ccccc2)[C@]2(C)C(=O)N(Cc3ccc(F)cc3)CC(=O)N12 | 0 | -2 | 2 | 1 | -6 | 27* | -1 | 38* | -6 | 0.5
O=C(NCc1cccnc1)[C@@H]1CC=C[C@@H]2CCN(Cc3ccccc3)C(=O)[C@@H]21 | 4 | -2 | 0 | 7 | 0 | 7 | -2 | -1 | 5 | -0.7
CC(C)(C)NC(=O)NC(=O)CSc1ccc(S(=O)(=O)N2CCOCC2)cn1 | 4 | 8 | 3 | 2 | 7 | 2 | 1 | 17 | 5 | 0.2
CC(C)(C)NC(=O)CN(Cc1cccs1)C(=O)CNS(=O)(=O)c1ccccc1 | 1 | -1 | -5 | 1 | -4 | -3 | 5 | -2 | -1 | -0.1
O=[N+]([O-])c1ccc(CSc2ccc(S(=O)(=O)N3CCCCCC3)cn2)cc1 | -2 | -2 | 0 | -6 | 6 | 3 | 0 | 2 | 6 | 0.0
Cc1ccc(C)c2[nH]c(=O)c(CN(CC3CCCO3)C(=O)NC3CCCCC3)cc12 (stereo unspecified) | -6 | -2 | 1 | 10 | 2 | 2 | -1 | -2 | 3 | 0.4
COc1ccccc1CCNC(=O)CCSc1nc(-c2ccco2)cc(C(F)(F)F)n1 | -9 | 7 | -3 | -16 | -10 | -7 | -1 | 23* | -5 | 1.2
CCCCCC(O)c1cccc(OCc2ccc3ccccc3n2)c1 (stereo unspecified) | -11 | 3 | 8 | -8 | -11 | 0 | 0 | 8 | -8 | -0.4
COC(=O)c1ccc(Cn2c(CN3CCOCC3)nc3ccccc3c2=O)o1 | -4 | 0 | -1 | 2 | -9 | -10 | -3 | 1 | -2 | -0.5
O=[N+]([O-])c1ccccc1N=Nc1ccc(O)cc1 | -1 | -2 | 1 | 5 | 8 | 6 | 3 | -3 | 7 | -0.1
O=C(NCc1cccnc1)c1cnn2ccccc12 | 10 | -2 | -3 | -7 | 3 | 0 | -4 | 2 | 2 | 0.2
CCn1cc(C(=O)N2CCn3c(nc4ccccc43)C2)c(=O)c2ccc(C)nc21 | -8 | 0 | 1 | 7 | -10 | 0 | 0 | 31* | -4 | -0.4
COC(=O)[C@H](Cc1ccccc1)N[C@H](c1ccc(OC)cc1)[C@@H](O)Cc1ccccc1 | 9 | 0 | -3 | 0 | 3 | 2 | -1 | 0 | -1 | 0.3

High-throughput results: PubChem BioAssay, The Scripps Research Institute Molecular Screening Center
